Source: PubChem BioAssay (several laboratories)
Insulin prom up: MIN6 insulin promoter up-regulation; MIN6 insulin promoter-GFP reporter, high-content imaging; active compounds read high; z-score at 5 µM; 190,000 compounds, 0.3% hits;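 active = z-score above 3 at 5 µM with at least 500 cells counted in the well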
HEK293 NOD2/NF-kB: NOD2 signaling inhibitors, cell-based, luminescence, uHTS, HEK293 (AID 1566) | inhibition, % at 4 µM; hits with a dose series show EC50 in µM | 290,000 compounds, 0.63% hits | HEK293 NOD2/NF-kB luciferase reporter, luminescence; higher % means a stronger effect; in the data active = inhibition above about 50%; note: many of its hits are not listed in these tables
NOD1 NF-kB reporter: inhibition of NOD1-driven NF-kB reporter – cell-based, luminescence, uHTS, primary screen (AID 1578); NOD1-driven NF-kB luciferase reporter cells, luminescence; higher % means a stronger effect; one-dose inhibition, % at 4 µM; EC50 in µM for titrated hits; 290,000 compounds, 1% hits; in the data active = inhibition mostly above about 36%, no sharp cut-off; inactive = mostly below about 34%;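 note: HEK-293T reporter cells stimulated with the NOD1 agonist gamma-tri-DAP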
Autophagy mod: modulators of autophagy; 190,000 compounds, 0.98% hits; calls only at 10 µM (by protocol); MEF GFP-LC3 puncta imaging; test concentration mostly 10 µM; AID 463193;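 active = percentage of spot-positive cells more than 3 SD above its plate mean, without a fluorescence outlier flag or 80% toxicity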;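 note: spot-positive cell cutoff set from DMSO-treated cells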
Yfh1-off respiration: mitochondrial function rescue without frataxin homolog – Friedreich's ataxia, plus single-dose screen, dose response (AID 1465) | S. cerevisiae Yfh1-off respiration, WST-1 reduction, 72 h; higher fold induction means a stronger effect | fold induction at 50 µM, or EC50 in µM where a hit was titrated | 220,000 compounds, 0.074% hits;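 active = fold induction of absorbance versus untreated yeast above a set limit, then at least 30% activation at any dose in follow-up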;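 note: activators that raise dye reduction in frataxin-depleted yeast; strong numbers were not always called active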
bCat nuc transl: alters nuclear translocation of beta-catenin in HeLa cells | immunofluorescence imaging | 190,000 compounds, 0.3% hits | nuclear translocation activity, % at 5 µM;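 active = nuclear translocation activity above 50% at 5 µM, with a well cell count of 50 or more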;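 note: per-cell ratio of nuclear to cytoplasmic median beta-catenin stain intensity; plate controls were DMSO negative control for no effect and GSK-3 inhibitor IX positive control for full effect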
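test system = HeLa cells, endogenous beta-catenin | dosing = single 5 µM dose plus 0.02–20 µM confirmation series | times = compound treatment 24 h, 37°C, 5% CO2 | technique = beta-catenin immunofluorescence imaging with DAPI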
MT stabilizer: stabilizes microtubules in HeLa cells; HeLa tubulin immunostaining HCS, 24 h; share of cells brighter than vehicle mean+2SD; % tubulin-high responders, % at 10 µM; 200,000 compounds, 0.83% hits; AID 2205;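 active = plate Z-score above 3 for both tubulin-high and condensed-nucleus cell shares, with cell loss under 80%, at 10 µM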;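 note: anti alpha tubulin signal scored within the nucleus-defined area of each cell; some results filed as inactive read as strong as hits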
P. falciparum M17LAP: P. falciparum M17LAP inhibitors, primary screen, biochemical, fluorogenic H-Leu-NHMec substrate, 1536-well (AID 1619) | 220,000 compounds, 0.38% hits | inhibition, % at 30 µM, or IC50 in µM where a hit was titrated | recombinant M17LAP, H-Leu-NHMec fluorogenic kinetic assay; higher % means a stronger effect;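 active = compound inhibiting the enzyme by more than half at any dose during confirmatory dose-response retesting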;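 note: plate controls were full reaction with DMSO carrier for no effect and no enzyme background for full effect; strong numbers were not always called active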
Dynein transport: dynein cargo transport inhibition; AID 1381; 3617.4 mouse cells, GR-EGFP nuclear translocation imaging; test concentration mostly 20 µM; stimulated with dexamethasone, 1 µM; active compounds read low; z-score, hits read low; 220,000 compounds, 0.47% hits;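 active = plate z-score of nuclear minus cytoplasmic receptor signal below a set negative limit, without overly bright fluorescence or cell loss, cut at about -3.5 in these data, passing the limit was not always enough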;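 note: z-score of nuclear minus cytoplasmic ring GR-EGFP intensity difference per well; some compounds called inactive have numbers as strong as hits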
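Buffer or medium: tet-free, stripped-serum medium; Also added: dexamethasone, 1.0 µM final; Technique: high-content fluorescence imaging after fixation; Times: 48 h induction, 1 h compound, 30 min dex at 37 °C; Read-out: per-cell GR-EGFP intensity, nucleus versus surrounding cytoplasmic ring, well-averaged.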
Dynein transport cytoplasmic EGFP: second read-out of Dynein transport, no call of its own (marks repeat the call); z-score; measured here: cytoplasmic GR-EGFP intensity; active compounds read high
Dynein transport nuclear GR-EGFP: recorded beside Dynein transport, whose call it bears; z-score; measured here: nuclear GR-EGFP intensity;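 lower value marks the stronger effect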
Dynein transport cell count: second read-out of Dynein transport, no call of its own (marks repeat the call); z-score; measured here: cell count per field
Insulin prom up cell count: second read-out of Insulin prom up, no call of its own (marks repeat the call); cell count; measured here: cytotoxicity, nuclei count;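 total cells summed across four imaged fields per well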
bCat nuc transl cell count 5 µM: also measured in bCat nuc transl; calls as there; cell count; measured here: cell count, cytotoxicity flag
MT stabilizer Hoechst-high %: recorded beside MT stabilizer, whose call it bears; % Hoechst-high responders; measured here: nuclear condensation Hoechst responders;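 share of cells brighter than vehicle mean plus two SD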
MT stabilizer cytotoxicity %: recorded beside MT stabilizer, whose call it bears; toxicity, %; measured here: cytotoxicity by cell density;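 0% = mean cell density of plate MIN control wells and 100% = no cells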
Autophagy mod cell loss 18 h: further read-out of Autophagy mod, marked with its call; toxicity, %; measured here: cell loss, nuclei count;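 cell loss after 18 h compound exposure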
Active calls of the source: *; i = inactive; · = not tested or not shown. These rows are one share of the data; rates above refer to the full screens.

SMILES | Insulin prom up | Insulin prom up cell count | HEK293 NOD2/NF-kB | NOD1 NF-kB reporter | Autophagy mod | Autophagy mod cell loss 18 h | Yfh1-off respiration | bCat nuc transl | bCat nuc transl cell count 5 µM | MT stabilizer | MT stabilizer Hoechst-high % | MT stabilizer cytotoxicity % | P. falciparum M17LAP | Dynein transport | Dynein transport cytoplasmic EGFP | Dynein transport nuclear GR-EGFP | Dynein transport cell count
CN(CCO)C1=NS(=O)(=O)c2cc([N+](=O)[O-])ccc21 | 0.13 | 1193 | -1% | -32% | i | 4 | i | 0.7 | 1115 | 2.6 | 1.2 | 5.0 | 4% | 0.35 | -0.29 | 0.012 | 0.055
COc1ccc(Cl)cc1NC(=O)CN(C)C(C)C(=O)NCC1CCCCC1 (stereo not given) | -0.64 | 946 | -5% | -11% | i | 14 | i | -5.3 | 926 | 2.6 | 2.2 | 9.3 | 0% | -0.59 | -0.41 | 0.014 | 0.35
Cc1cc(NC(=O)COC(=O)c2ccccc2S(=O)(=O)N(C)c2ccccc2)no1 | -0.82 | 1286 | -5% | 5% | i | 0 | i | -1.8 | 1077 | 3.7 | 1.2 | 9.9 | -3% | -0.39 | -0.34 | 0.13 | 0.49
COC(=O)c1nc(N)sc1-c1ccc(Cl)c(Cl)c1 | -0.2 | 1086 | -30% | 2% | · | · | i | 0.4 | 1337 | · | · | · | 0% | 0.38 | -0.23 | 0.82 | -0.98
Cc1cc2cc(C)c3nnc(SCc4ccccn4)n3c2cc1C | 0.28 | 1501 | 21% | -15% | i | 4 | i | 1.3 | 1174 | 2.1 | 2.7 | 1.3 | 12% | 0.19 | -0.24 | 0.24 | -0.34
C=CCn1c(-c2cccs2)nc2nc3ccccc3nc21 | -0.36 | 1362 | -21% | -30% | i | 0 | i | -0.8 | 1137 | 2.6 | 2.4 | 3.2 | i | 0.27 | -0.27 | 0.49 | 0.43
CCOC(=O)c1cc2c(ccn2C)n1CC(=O)N1CCN(c2ccc(F)cc2)CC1 | -0.59 | 1288 | 16% | -2% | i | 3 | i | -2.9 | 1127 | 1.0 | 1.2 | 7.6 | 2% | -0.66 | -0.18 | -0.45 | 0.21
CCOc1ccc(NC(=O)C2CC(=O)N(c3cc(C)cc(C)c3)C2)cc1 (stereo not given) | 0.18 | 1311 | 10% | -9% | i | -4 | i | 0.7 | 1032 | 2.7 | 1.6 | 6.3 | 0% | -0.23 | -0.25 | -0.12 | 0.4
CC(C)C[C@H](NC(=O)NC(C)C)C(=O)O | -0.73 | 881 | -6% | -40% | i | -4 | i | -4.1 | 1211 | 3.3 | 3.1 | 12 | 0% | -0.24 | -0.28 | 0.19 | -0.19
Cc1ccc(C(=O)N2CCCC(c3ccc(Cl)cc3)=N2)cc1 | -0.78 | 1230 | 24% | -19% | i | -8 | i | 2.3 | 1024 | 4.6 | 1.7 | 8.0 | -6% | -0.62 | -0.32 | 0.11 | 0.12

The list goes on, starting with the last two of the part before.
SMILES | Insulin prom up | Insulin prom up cell count | HEK293 NOD2/NF-kB | NOD1 NF-kB reporter | Autophagy mod | Autophagy mod cell loss 18 h | Yfh1-off respiration | bCat nuc transl | bCat nuc transl cell count 5 µM | MT stabilizer | MT stabilizer Hoechst-high % | MT stabilizer cytotoxicity % | P. falciparum M17LAP | Dynein transport | Dynein transport cytoplasmic EGFP | Dynein transport nuclear GR-EGFP | Dynein transport cell count
CC(C)C[C@H](NC(=O)NC(C)C)C(=O)O | -0.73 | 881 | -6% | -40% | i | -4 | i | -4.1 | 1211 | 3.3 | 3.1 | 12 | 0% | -0.24 | -0.28 | 0.19 | -0.19
Cc1ccc(C(=O)N2CCCC(c3ccc(Cl)cc3)=N2)cc1 | -0.78 | 1230 | 24% | -19% | i | -8 | i | 2.3 | 1024 | 4.6 | 1.7 | 8.0 | -6% | -0.62 | -0.32 | 0.11 | 0.12
CCOC(=O)Nc1cc(Br)c2c(c1)OCCO2 | -0.18 | 1191 | 2% | -21% | i | -4 | i | -0.7 | 1021 | 2.9 | 2.2 | 6.5 | -2% | -0.37 | -0.21 | 0.25 | 0.44
CCOc1cc2c(C#N)c(N3CCCCC3)nc(N)c2c(N)n1 | · | · | -11% | -7% | i | -1 | i | -4.4 | 990 | 0.8 | 1.0 | 2.2 | 1% | 0.095 | -0.098 | 0.045 | -0.41
O=C(NCCN1CCCC1)c1ccc2c(=O)n(CCc3ccccc3)c(=O)[nH]c2c1 | -1.5 | 1371 | 13% | -13% | i | 7 | i | -0.3 | 1414 | 5.7 | 2.3 | 5.2 | -6% | 0.073 | 0.15 | 0.77 | -0.35
CC(C)(CN1CCN(Cc2ccccc2)CC1)NS(=O)(=O)c1ccccc1 | 0.07 | 1109 | 23% | -6% | · | · | i | 1.6 | 1351 | · | · | · | 1% | -0.089 | -0.22 | -0.032 | 0.92
CN(C)c1ccc(/C=N/NC(=O)CSc2ccccn2)cc1 | -0.76 | 1415 | -30% | -2% | · | · | i | -0.7 | 1372 | · | · | · | 10% | 0.047 | -0.23 | 0.073 | 0.65
Brc1ccccc1-c1nnc2sc(Cc3ccccc3)nn12 | 0.93 | 1462 | 14% | · | i | -1 | i | -0.6 | 1102 | 2.8 | 1.6 | 3.9 | -2% | 0.28 | -0.12 | -0.53 | -0.4
Cc1ccc2c(Cl)cc(Cl)c(OCC(=O)Nc3cc(S(=O)(=O)N(C)C)ccc3C)c2n1 | -2.3 | 1354 | 14% | 19% | i | 9 | i | 1.3 | 1087 | 4.0 | 1.2 | 1.8 | 6% | 0.58 | -0.15 | 0.26 | -0.52
CCOC(=O)c1nnn(CC(=O)Nc2cccc(F)c2)c1C(=O)OCC | -0.27 | 884 | 14% | 6% | i | 2 | i | · | · | 1.0 | 1.4 | 11 | -5% | -0.37 | -0.058 | 0.12 | 0.3
C/C(=N\Nc1ccc(C#N)cc1[N+](=O)[O-])c1ccc(C)o1 | 0.39 | 1108 | 19% | 0% | · | · | i | -1.3 | 1337 | · | · | · | 13% | 0.45 | -0.2 | 0.24 | 0.057
c1ccc(CC2CCN(c3nc4ccccc4n4cnnc34)CC2)cc1 | -0.12 | 968 | -2% | -2% | i | 11 | i | -2.3 | 1071 | 2.4 | 1.7 | 6.5 | 2% | 0.37 | -0.27 | 0.15 | 1.4
O=C(COc1ccc2ccccc2c1Br)Nn1cnnc1 | -0.96 | 1270 | 6% | -20% | i | 9 | i | · | · | 4.0 | 2.3 | 8.9 | 20% | 2.8 | 0.061 | 2.9 | -3.4
COc1ccc(C2c3ccc4ccccc4c3Oc3ncn(CCN4CCOCC4)c(=N)c32)cc1OC (stereo not given) | -0.56 | 1289 | 15% | -14% | · | · | i | 0.0 | 1069 | · | · | · | -3% | 2 | 1.3 | 1.5 | -3
COc1ccc(OC)c(NC(=O)CN(c2ccc(C)cc2)S(=O)(=O)c2c(C)noc2C)c1 | -0.36 | 1641 | 9% | -13% | i | 10 | i | -4.5 | 999 | 2.0 | 1.3 | 6.3 | 4% | -0.68 | -0.2 | -0.18 | 0.66
COc1ccc(C(CNC(=O)Cc2ccccc2F)N2CCCCC2)cc1 (stereo not given) | -0.57 | 1220 | 4% | 2% | i | -6 | i | 0.7 | 1080 | 2.5 | 1.4 | 5.4 | 0% | -0.52 | -0.16 | -0.54 | 0.86
O=C(N1CCOCC1)N1CCN(c2ccccc2)CC1 | -0.17 | 1503 | -7% | -7% | i | -1 | i | 0.0 | 1403 | 2.1 | 1.2 | 1.9 | 8% | -0.17 | -0.18 | -0.82 | 0.28
Cc1cccc2sc(NC(=O)[C@H](C)N3C(=O)C4CC=CCC4C3=O)nc12 (stereo not given in full) | -0.44 | 1314 | 14% | -2% | · | · | i | 3.5 | 1250 | · | · | · | 0% | 0.82 | -0.25 | 0.098 | 0.084
CN1CCC(N(C)C(=O)CCc2nc3ccccc3n2-c2ccccc2)CC1 | 0.76 | 1383 | 12% | -17% | i | 14 | i | -3.2 | 1163 | 1.5 | 2.7 | 7.5 | 14% | -0.18 | -0.13 | -0.081 | -0.18
C=CCn1c(CNC(=O)c2ccco2)nnc1SCC(=O)Nc1cccc(F)c1 | 0.64 | 1421 | -6% | -17% | i | 11 | i | 0.6 | 1616 | 6.1 | 3.0 | 7.6 | 14% | 0.11 | -0.27 | 0.67 | 0.16
COc1cccc(N(C(=O)CNC(=O)c2ccco2)C(C(=O)NC2CCCC2)c2ccncc2)c1 (stereo not given) | 0.43 | 1263 | -6% | -27% | i | 3 | · | · | · | 1.1 | 2.8 | 3.4 | 2% | 0.19 | -0.25 | 0.32 | -0.77
COc1ccc(C2c3sc(=O)[nH]c3SCC2C(N)=O)cc1 (stereo not given) | -0.5 | 1128 | 19% | 3% | · | · | i | -1.0 | 1316 | · | · | · | 12% | -0.29 | -0.28 | -0.18 | 0.66
O=C(c1ccc(Br)s1)N1CCN(c2ncccn2)CC1 | -0.35 | 1215 | 1% | -36% | i | 0 | i | -1.9 | 1040 | 2.9 | 2.1 | 5.5 | -12% | 0.2 | -0.22 | -0.13 | 0.31
Nc1nonc1-n1nnc(C(=O)N/N=C/C2CC=CCC2)c1CSc1ccccc1 (stereo not given) | -0.12 | 1084 | 9% | -7% | · | · | i | 2.4 | 1250 | · | · | · | -4% | 0.13 | -0.24 | 0.37 | -0.14
O=C(CN1CCCCCC1)Nc1ccccc1Oc1ccccc1 | 1.1 | 1265 | -11% | -6% | i | 16 | i | -0.3 | 1082 | 0.8 | 1.9 | 7.0 | -4% | -0.93 | -0.24 | 0.23 | -0.5
